Siah-1 displacement: Siah-1 peptide-binding antagonists, primary screen, biochemical, fluorescence polarization, rhodamine-plectin, uHTS (AID 1817); E3 ubiquitin-protein ligase SIAH1 (Homo sapiens); displacement, % at 20 µM, or IC50 in µM where a hit was titrated; Siah-1 / rhodamine-plectin peptide fluorescence polarization; higher % means a stronger effect; hit rate 0.02% among 290,000;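 active means displacement of at least 50% at 20 µM, with a fluorescence ratio check between 0.3 and a set limit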;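 further: plate controls were Siah plus tracer with DMSO for no effect and tracer alone without Siah for full effect; strong numbers were not always called active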
Rac1 GTP hydrolysis: MgcRacGAP GTPase-activating activity inhibitors, confirmation, biochemical, ADP Hunter fluorescence. Rac GTPase-activating protein 1 (Homo sapiens). MgcRacGAP-stimulated Rac1 GTP hydrolysis, ADP Hunter fluorescence; higher % means a stronger effect; GST-tagged Rac1 F28L mutant substrate. inhibition, % at 30 µM; hits with a dose series show IC50 in µM. hit rate 0.6% among 340,000;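 active means first-screen hits whose inhibition reached a set limit at any dose in the follow-up dose series; inconclusive means inhibition above the set first-screen limit but never retested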;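 further: fluorescence reports GDP produced by GAP-driven GTP hydrolysis; strong numbers were not always called active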
HIV peptide binding: inhibitors of HIV fusion peptide binding, primary screen, biochemical, uHTS, fluorescence dequenching (AID 1986). one-dose inhibition, % at 20 µM; IC50 in µM for titrated hits. hit rate 0.3% among 290,000. cell-free peptide binding, fluorescence dequenching, 30 min; higher % means a stronger effect; in the data active means inhibition mostly above about 52%, no sharp cut-off; inactive means mostly below about 76%; further: some results filed as inactive read as strong as hits
Myeloid diff MLP: induction of myeloid progenitor differentiation, primary screen, cell-based, flow cytometry, MLPCN library; ER-HoxA9 myeloid progenitors, lysozyme-GFP differentiation; calls only at 10 µM; hit rate 1% among 360,000;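 active means normalized GFP-positive differentiation at or above the plate's own cutoff, the solvent-only control mean plus 3 SD; inconclusive means no clear call, values can overlap the other calls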;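 further: cells exposed to compound for four days before flow analysis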
LYP phosphatase: inhibitors of LYP phosphatase, biochemical, fluorescence intensity, uHTS (AID 1779) | recombinant LYP phosphatase, fluorescence intensity; higher % means a stronger effect | Tyrosine-protein phosphatase non-receptor type 22 (Homo sapiens) | one-dose inhibition, % at 11.5 µM; IC50 in µM for titrated hits | hit rate 0.054% among 290,000; in the data active means inhibition above about 50%;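 further: plate controls were vehicle with enzyme for no effect and no enzyme for full effect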
GPR55 antagonists: GPR55 antagonists blocking LPI-driven arrestin recruitment, primary screen, imaging, U2OS, beta-arrestin-GFP, LPI agonist (AID 2013); G-protein coupled receptor 55 (Homo sapiens); hit rate 0.13% among 290,000; U2OS GPR55 beta-arrestin-GFP translocation imaging, LPI antagonism; higher % means a stronger effect; inhibition, % at 10 µM; hits with a dose series show IC50 in µM;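 active means spots per cell inhibited over 60%, with over 100 cells counted and total cytoplasm intensity under 500,000; inconclusive means wells with under 100 cells, flagged as likely toxic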;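 further: U2OS cells stably carrying GPR55 and arrestin-GFP stimulated by 5 µM LPI near EC80; imaged beta-arrestin-GFP aggregate spots per cell after agonist stimulation; plate controls were LPI-stimulated DMSO wells for no effect and DMSO wells without LPI for full effect; some results filed as inactive read as strong as hits; confirmed hits need IC50 under 10 µM and bright autofluorescent wells are also inconclusive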
GPR35 arrestin U2OS: GPR35 antagonists blocking zaprinast-driven arrestin recruitment, primary screen, imaging, U2OS, beta-arrestin-GFP, zaprinast agonist (AID 2058). G-protein coupled receptor 35 (Homo sapiens). U2OS GPR35 beta-arrestin-GFP translocation imaging, zaprinast antagonism; higher % means a stronger effect. one-dose inhibition, % at 10 µM; IC50 in µM for titrated hits. hit rate 0.052% among 290,000;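 active means inhibition of at least 50% with at least 30 cells and total cytoplasm GFP at most 10,000,000; inconclusive means under 30 cells or total GFP of 10,000,000 plus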
NTR1 ag: agonists of NTR1, primary screen, imaging, U2OS cells, beta-arrestin-GFP, high content (AID 493036); Neurotensin receptor type 1 (Homo sapiens), P30989; NTR1-U2OS beta-arrestin-GFP spot imaging, agonist mode; activation, % at 20 µM; hit rate 0.17% among 330,000;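 active means activation at or above 40% of the spot to cytoplasm intensity ratio, with at least 20 cells analyzed; inconclusive means wells under 20 cells, flagged as cytotoxic or low count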;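 further: 0% = DMSO without peptide and 100% = 100 nM NTR1 peptide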
Target sequence (P30989 whole entry, looked up): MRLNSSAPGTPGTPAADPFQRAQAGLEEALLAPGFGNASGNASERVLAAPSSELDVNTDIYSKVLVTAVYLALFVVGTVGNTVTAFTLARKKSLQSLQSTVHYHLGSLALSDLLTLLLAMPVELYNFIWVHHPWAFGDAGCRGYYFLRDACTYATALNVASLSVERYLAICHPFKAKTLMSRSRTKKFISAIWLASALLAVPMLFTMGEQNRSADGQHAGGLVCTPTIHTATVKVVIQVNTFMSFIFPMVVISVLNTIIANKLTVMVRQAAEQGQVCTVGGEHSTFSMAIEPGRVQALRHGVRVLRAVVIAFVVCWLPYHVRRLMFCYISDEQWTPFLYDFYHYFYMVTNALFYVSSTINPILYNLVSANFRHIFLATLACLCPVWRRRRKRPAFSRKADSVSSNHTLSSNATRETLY
PhoP inhibition: inhibitors of PhoP regulon expression, primary screen, Salmonella Typhimurium, GFP reporter (AID 1863); one-dose inhibition, % at 50 µM; IC50 in µM for titrated hits; S. Typhimurium PhoP-regulated promoter GFP reporter, 4 h; higher % means a stronger effect; hit rate 0.16% among 300,000;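 active means inhibition over 29.93%, a cutoff 3 SD above the screen mean, later confirmed by dose response; inconclusive means inhibition over 29.93% but no dose response follow-up; inactive means inhibition at most 29.93% or unconfirmed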;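 further: 0% = low Mg2+ inducing control and 100% = high Mg2+ repressing control; strong numbers were not always called active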
NTR1 ag cell count 20 µM: recorded beside NTR1 ag, whose call it bears; cell count; measured here: cell count, cytotoxicity flag
Myeloid diff MLP GFP+ MAC1+ %: second read-out of Myeloid diff MLP, no call of its own (marks repeat the call); GFP+ MAC1+ double positive, %; measured here: differentiation confirmed by MAC1 staining
* hit, by the source's call; i = inactive; ? = inconclusive; nt = not tested or not shown.

cpd	structure	NTR1 ag	Myeloid diff MLP	Myeloid diff MLP GFP+ MAC1+ %	NTR1 ag cell count 20 µM	PhoP inhibition	GPR55 antagonists	Rac1 GTP hydrolysis	HIV peptide binding	LYP phosphatase	Siah-1 displacement	GPR35 arrestin U2OS
1	CCOc1ccc(NC(=O)CSc2nc3c([nH]c4ccccc43)c(=O)n2C)cc1	-0.6	i	2.4	93	7%	2%	12%	-1.7%	-10%	7%	-4%
2	CCCc1c(C)c(C#N)c2nc3ccccc3n2c1NCCCN1CCOCC1	1.0	i	2.0	84	8%	4%	-5%	-1.7%	-9%	-3%	7%
3	Cc1noc(C(=O)Nc2cccc(O)c2)c1Cl	1.5	i	0.5	66	3%	-6%	3%	0.3%	-2%	4%	-14%
4	CCOCCCNCC(=O)N1CCN(S(=O)(=O)c2ccc(C)cc2)CC1	0.8	i	5.2	70	0%	13%	14%	3.2%	0%	5%	14%
5	CCn1c(SCC(=O)Nc2ccc(N(C)C)cc2)nnc1-c1ccco1	0.6	i	4.3	40	5%	6%	?	-1.6%	-2%	-4%	-11%
6	CC1=CCC2C(=O)N(Cc3ccccc3)C(=O)C2C1 (configuration not stated)	0.0	i	1.3	54	-2%	-5%	-1%	-0.4%	-5%	-1%	-4%
7	O=c1c2ccccc2[nH]c(=S)n1CCCN1CCN(C2CCCCC2)CC1	-0.4	i	1.2	41	-5%	12%	10%	-0.5%	-1%	5%	-5%
8	Cc1ccc(NC(=O)/C(=C\c2cccs2)NC(=O)c2ccccc2)cc1	-1.9	i	0.5	96	-11%	8%	12%	2.4%	3%	1%	-12%
9	CCN=C1SCC(=O)N1c1ccc(OC)cc1	-1.0	i	0.4	83	12%	42%	2%	2.1%	-11%	-1%	7%
10	C[C@@H]1CC2[C@@H]3CC[C@H]4CC(=O)CC[C@]4(C)C3=CC[C@]2(C)[C@@]1(O)C(=O)CO (some centres not stated)	1.9	i	0.4	85	5%	16%	5%	1.5%	0%	-2%	4%
11	Fc1ccc(-c2csc(NC3=NCCC3)n2)cc1	1.5	nt	nt	52	0%	-10%	3%	-0.6%	0%	-5%	-1%
12	Cc1cc(Nc2ccc(N(C)C)cc2)n2ncnc2n1	0.8	i	0.5	72	-2%	7%	?	-0.3%	-7%	0%	-6%
13	CCN1CCN(C(c2cccs2)C(C)NC(=O)c2cccc(OC)c2)CC1 (configuration not stated)	-1.5	i	1.7	55	nt	7%	14%	-0.2%	-8%	17%	-10%
14	Cc1ccc(NC(=O)c2ccc(NCCc3ccccc3)c([N+](=O)[O-])c2)cc1F	8.1	i	1.3	75	4%	3%	4%	2.5%	-8%	2%	0%
15	O=C(NC1CC1)c1cc(F)c(F)cc1Cl	-1.8	i	6.1	40	-1%	0%	7%	-2.2%	-9%	0%	13%
16	COc1ccc(-c2noc(C3CCCN(C(=O)c4cccs4)C3)n2)cc1 (configuration not stated)	1.4	i	6.6	55	10%	3%	3%	-0.8%	-2%	10%	12%
17	O=C(c1cccc(Cl)c1)N1CCC2(CC1)NCCc1[nH]cnc12	0.7	i	0.0	65	-6%	1%	5%	1.1%	-7%	9%	-2%
18	Cc1cc(=O)oc(C)c1C(=O)N1CCN(c2ccc(F)cc2)CC1	-1.4	i	3.3	55	-2%	7%	11%	-1.5%	-9%	4%	-10%
19	N/C(=N\OC(=O)c1cccnc1)c1ccccc1Cl	1.6	i	0.3	44	22%	3%	5%	1.1%	-4%	-6%	-14%
20	O=C(C1CCN(S(=O)(=O)c2cccnc2)CC1)N1CCN(c2cccc(Cl)c2)CC1	0.3	i	2.3	67	-6%	15%	11%	2.1%	3%	-4%	12%
21	CCN(CC)c1cc(C)c2cc(NC(=O)CNC(C)=O)ccc2n1	-1.3	i	0.8	71	-14%	17%	10%	0.8%	-6%	3%	-3%
22	O=C(CN1CCN(C(=O)c2ccco2)CC1)Nc1cccc([N+](=O)[O-])c1	-0.4	i	0.6	58	-2%	15%	5%	-1.3%	-4%	1%	15%
23	COCCNC(=S)N(CCO)Cc1cc2cc3c(cc2[nH]c1=O)OCO3	-0.1	i	1.3	52	2%	-1%	9%	0.5%	-8%	1%	-9%
24	Cc1ccc(C(=O)Nc2ccc(Br)c(C(F)(F)F)c2)cc1	7.9	i	0.1	95	2%	2%	6%	2.6%	-2%	3%	14%
25	Cc1oc(-c2cccc(Cl)c2)nc1CN1CCCC(C(=O)NCc2ccco2)C1 (configuration not stated)	0.5	i	0.4	69	1%	-3%	8%	1.2%	-10%	0%	-3%

(cont.)
cpd	structure	NTR1 ag	Myeloid diff MLP	Myeloid diff MLP GFP+ MAC1+ %	NTR1 ag cell count 20 µM	PhoP inhibition	GPR55 antagonists	Rac1 GTP hydrolysis	HIV peptide binding	LYP phosphatase	Siah-1 displacement	GPR35 arrestin U2OS
26	O=C(N=C1SC2CS(=O)(=O)CC2N1c1ccc(Cl)cc1)C1CCCO1 (configuration not stated)	-0.7	i	0.5	59	1%	11%	3%	1.5%	-1%	-2%	-6%
27	Cc1cccn2c(=O)c(C=O)c(N3CCCCCC3)nc12	1.8	i	0.9	62	-10%	2%	10%	-0.3%	-7%	-1%	-12%
28	O=C(Cn1nc(Cc2cccnc2)c2ccccc2c1=O)NCc1ccc(F)cc1	1.1	i	2.4	63	-8%	-11%	-2%	1.1%	-8%	5%	7%
29	Cc1ccccc1OCC(=O)NC(Cc1c[nH]c2ccccc12)C(=O)O (configuration not stated)	0.9	i	0.1	43	-4%	6%	2%	2.1%	-1%	4%	-6%
30	CC(=O)c1ccc(N2CCN(C(=O)c3ccc(Br)cc3)CC2)c(F)c1	0.7	i	0.7	59	4%	10%	6%	-1.7%	0%	-3%	0%
31	CCN(CC)CCNS(=O)(=O)c1ccc2[nH]cc(C(=O)O)c(=O)c2c1	-0.2	i	6.7	42	-7%	6%	3%	11%	1%	4%	-8%
32	CCOc1ccccc1NCc1cc(=O)oc2cc(C)ccc12	2.5	i	2.8	46	2%	12%	-2%	-1.3%	-6%	4%	5%
33	CCOc1ccc(C(=O)NCC(c2ccco2)N2CCc3ccccc3C2)cc1 (configuration not stated)	1.0	i	0.4	65	-3%	nt	3%	nt	nt	nt	nt
34	Cc1ccc(CN2[C@@H](CC3CCCCC3)COCCS2(=O)=O)cc1	10	i	1.7	81	-6%	-1%	2%	1.3%	-3%	0%	5%
35	CC(C)NC(=O)C1CCN(C2CCN(Cc3cn[nH]c3-c3ccccc3)CC2)CC1	-0.3	i	0.6	38	9%	1%	1%	2.7%	14%	0%	-12%
36	O=C(CN1CCC(NC(=O)c2ccco2)CC1)Nc1ccccc1C(F)(F)F	1.9	?	nt	52	2%	-6%	-8%	0.6%	-1%	-4%	4%
37	COc1cccc2cc(C(C)N(CCCN3CCOCC3)C(=S)Nc3cccc(C)c3)oc12 (configuration not stated)	2.2	i	0.4	74	-5%	-6%	6%	-2.1%	2%	9%	0%
38	COc1cc2c(cc1OC)CN(C(=O)c1ccc(OC)c(S(=O)(=O)N3CCOCC3)c1)CC2	0.1	i	0.2	48	3%	-2%	9%	1.1%	-15%	0%	6%
39	COc1ccc(C2c3ccc4ccccc4c3Oc3ncn(CCO)c(=N)c32)cc1OC (configuration not stated)	9.7	i	0.3	69	10%	-5%	3%	-0.6%	-4%	-3%	-12%
40	COc1cc(C(=O)NC(=S)Nc2ccccc2[N+](=O)[O-])cc(OC)c1OC	3.5	i	0.2	85	-1%	1%	7%	-2.8%	2%	6%	-11%
41	COc1cccc([C@@H]2Oc3ccc(OC)cc3C(=O)[C@H]2O)c1	0.1	nt	nt	57	6%	12%	6%	-2.0%	-4%	7%	-4%
42	CCN(CC)C(=O)CS(=O)CC(=O)Nc1cc(OCCOC)c(Cl)cc1Cl (configuration not stated)	0.8	i	0.1	55	11%	-2%	-4%	-0.4%	-5%	-2%	9%
43	O=C(O)CCC(=O)Nc1ccc(Br)cn1	0.9	i	0.6	52	-5%	8%	9%	0.7%	-4%	0%	11%
44	Cc1ccc2cc3c(N)c(C(=O)Nc4c(C)[nH]c(=O)[nH]c4=O)sc3nc2c1	3.4	i	0.5	46	1%	0%	0%	6.0%	-10%	1%	-11%
45	CCOC(=O)CC1COc2ccccc2N1C(=O)c1ccc(C)cc1 (configuration not stated)	-1.3	i	2.0	64	11%	23%	4%	1.3%	-1%	6%	-11%
46	Cc1cc(C)n(-c2ccc(F)cc2)c(=O)c1C#N	-2.4	i	0.2	80	-8%	-7%	9%	1.1%	-8%	3%	7%
47	Cc1ccccc1NC(=O)c1cccc(N2C(=O)C3CCCCC3C2=O)c1 (configuration not stated)	2.5	i	0.7	52	3%	6%	2%	-1.2%	-2%	-5%	17%
48	CCCn1nc(C(=O)Nc2cc(C(=O)OC)ccc2C)c2ccccc2c1=O	-0.6	i	5.3	72	15%	-13%	3%	16%	-8%	-1%	6%
49	O=C(c1ccc(Br)o1)N(Cc1ccccc1)c1ccccn1	-0.4	i	0.9	75	1%	4%	5%	1.6%	1%	5%	-4%
50	Cc1cccc(Nc2nc(N3CCCC3)nc(N3CCCC3)n2)c1	14	i	0.3	84	-1%	-4%	-1%	-4.2%	0%	7%	16%
51	CS(=O)(=O)c1ccc(N2CCN(c3ccccn3)CC2)c([N+](=O)[O-])c1	1.8	i	0.7	42	-2%	-6%	6%	-1.3%	-9%	-1%	7%

Bioassay records: PubChem, several laboratories
